APP transl inh – APP translation inhibition; actives 0.82% (n = 190,000); inhibition, % at 2 µM; SH-SY5Y APP 5'UTR-luciferase reporter, luminescence;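 active = inhibition above a set limit, derived from the sample mean plus 3 SD, cut at about 45% in these data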; note: values of inactives mirror those of a sister screen read the other way
APP 5'UTR act – APP 5'UTR luciferase reporter activation; SH-SY5Y APP 5'UTR luciferase reporter, luminescence; zero percent = DMSO vehicle wells; activation, % at 2 µM; actives 1% (n = 190,000); AID 1276;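 active = activation above a set limit, based on mean plus 3 SD of controls, cut at about 140% in these data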; note: values of inactives mirror those of a sister screen read the other way
FLuc stim CS – affects firefly luciferase, flagging false hits in luciferase stimulation screens; P08659; ATPlite luciferase biochemical, luminescence, 10 min; 0 = ATP-free wells, 1 = DMSO control; activation factor at 10 µM; 200,000 tested, under 10 active;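 active = luciferase activation factor, scaled between plate controls, of at least 2 with compound at 10 µM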
Target sequence (P08659 whole entry, looked up): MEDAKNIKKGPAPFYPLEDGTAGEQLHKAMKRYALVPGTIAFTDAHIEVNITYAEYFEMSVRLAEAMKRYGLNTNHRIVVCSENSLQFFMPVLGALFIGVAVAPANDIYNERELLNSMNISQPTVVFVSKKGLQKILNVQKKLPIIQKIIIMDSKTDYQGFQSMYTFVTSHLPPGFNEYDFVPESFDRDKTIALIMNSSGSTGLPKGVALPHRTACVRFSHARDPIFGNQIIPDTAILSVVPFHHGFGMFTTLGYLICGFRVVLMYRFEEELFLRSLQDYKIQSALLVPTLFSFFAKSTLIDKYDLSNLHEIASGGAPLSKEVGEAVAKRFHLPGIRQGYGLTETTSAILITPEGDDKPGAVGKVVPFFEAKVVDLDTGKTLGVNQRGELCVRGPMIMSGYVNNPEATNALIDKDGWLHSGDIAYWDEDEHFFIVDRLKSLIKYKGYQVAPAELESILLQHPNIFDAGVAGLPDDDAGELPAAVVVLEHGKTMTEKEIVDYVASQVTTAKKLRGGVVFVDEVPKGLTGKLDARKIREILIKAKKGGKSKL
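Assay system – cell-free luciferase reagent · Medium – PBS-based ATP solution · Dosing – test compounds dosed from 2 mM stocks in 100% DMSO · Timing – 10 min, room temperature · Technique – light output (luminescence) · Measure – luminescence gain marking luciferase activators · Controls – No-ATP low control, compound-free enzyme-plus-ATP high control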
STAT1 act – activators of IFN-gamma induced STAT1 signaling; NIH 3T3 STAT1-luciferase reporter, luminescence; 100% = IFN-gamma alone, no compound; activation (% of control), % at 5.5 µM; actives 2.6% (n = 200,000); AID 932;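 active = activation above the screen-wide mean activation plus 3 SD, cut at about 130% in these data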;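 note: raw ratio to IFN-gamma control signal so 100% means no change and 0% no light; values of inactives mirror those of a sister screen read the other way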
STAT3 act – activators of IL-6 induced STAT3 signaling; activation (% of control), % at 5.6 µM; actives 0.91% (n = 190,000); U3A cells, IL-6 STAT3-luciferase reporter, luminescence; 100% = signal with IL-6 EC80 alone;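 active = activation above the screen-wide mean of compound activation plus 3 SD, cut at about 130% in these data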;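 note: 0% = background luminescence of wells with medium and substrate only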
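Material: STAT3-luciferase reporter U3A cells; Probe or stimulus: IL-6 (33 ng/mL); Incubation: compound pre-incubation 1 h before IL-6, then 6 h stimulation at 37 °C; Technique: luminescence from STAT3-driven luciferase reporter; Evaluation: % activation versus median of IL-6-stimulated wells; Controls: IL-6-only high control.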
ROMK mod – modulates human ROMK potassium channel activity; B-score at 10 µM; actives 2% (n = 130,000); AID 1918; Tet-inducible ROMK, thallium flux fluorescence; actives lie on both sides; P48048;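 active = signal ratio slope over the read window, or its plate-corrected B-score, at least 3 SD from the plate mean, either direction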;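 note: B-score of the F/F0 ratio slope over 7 to 12 s after thallium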
Target sequence (P48048 whole entry, looked up): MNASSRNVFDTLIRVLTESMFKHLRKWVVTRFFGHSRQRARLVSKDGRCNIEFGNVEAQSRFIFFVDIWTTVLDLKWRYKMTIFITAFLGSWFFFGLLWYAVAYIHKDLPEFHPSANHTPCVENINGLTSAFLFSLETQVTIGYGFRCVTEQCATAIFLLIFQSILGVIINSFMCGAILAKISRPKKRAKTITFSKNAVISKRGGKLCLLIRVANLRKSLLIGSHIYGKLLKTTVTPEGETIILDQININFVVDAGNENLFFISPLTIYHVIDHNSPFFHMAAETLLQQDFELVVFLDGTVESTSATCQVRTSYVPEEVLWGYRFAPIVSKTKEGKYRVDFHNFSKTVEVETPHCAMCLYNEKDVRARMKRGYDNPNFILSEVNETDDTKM
STAT1 blocker – inhibitors of IFN-gamma induced STAT1 signaling | NIH 3T3 STAT1-luciferase reporter, luminescence | inhibition, % at 5.5 µM | actives 0.35% (n = 200,000) | AID 920;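 active = inhibition above a set limit, the mean inhibition across all tested compounds plus 3 SD, cut at about 34% in these data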;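 note: 0% = IFN-gamma with DMSO and 100% = IFN-gamma with 300 µM nifuroxazide; values of inactives mirror those of a sister screen read the other way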
STAT3 blocker – reduces IL-6 driven STAT3 reporter signal | U3A cells, IL-6 STAT3-luciferase reporter, luminescence; host cell line lacks STAT1 | inhibition, % at 5.5 µM | actives 0.89% (n = 190,000);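 active = inhibition above the mean inhibition across all screened compounds plus 3 SD, cut at about 44% in these data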;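 note: 0% = DMSO only wells and 100% = 100 µM nifuroxazide control wells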
NF-kB neuron act – NF-kB expression increase, human neuronal cells | NF-kB reporter expression; active compounds read high | fold change at 12.5 µM | actives 1.6% (n = 190,000); in the data active = fold change above about 3.3
FLuc inhib CS – inhibits firefly luciferase, flagging false hits in luciferase inhibition screens; P08659; ATPLite firefly luciferase biochemical luminescence, 10 min; inhibition, % at 10 µM; actives 1.5% (n = 200,000); AID 1006;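 active = inhibition above about 50% when tested at 10 µM, limit read from the data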
Starred values were filed as active, the others as inactive; x = no result given. The order is random, and some 7.1% of all compounds hit somewhere here.

A first look:
item	mol	APP transl inh	APP 5'UTR act	FLuc stim CS	STAT1 act	STAT3 act	ROMK mod	STAT1 blocker	STAT3 blocker	NF-kB neuron act	FLuc inhib CS
1	COC(=O)c1cc(C(=O)Nc2cccc(C)n2)cc([N+](=O)[O-])c1	1.1	-1.1	1.1	92.0	91.2	x	8.8	16.4	1.12	-5.9
2	COc1c(C)cc(Br)cc1C(=O)O	3.1	-3.1	1	101.3	101.4	x	-1.4	3.3	1	-4.9

All compounds of this part, previewed entries included:
item	mol	APP transl inh	APP 5'UTR act	FLuc stim CS	STAT1 act	STAT3 act	ROMK mod	STAT1 blocker	STAT3 blocker	NF-kB neuron act	FLuc inhib CS
1	COC(=O)c1cc(C(=O)Nc2cccc(C)n2)cc([N+](=O)[O-])c1	1.1	-1.1	1.1	92.0	91.2	x	8.8	16.4	1.12	-5.9
2	COc1c(C)cc(Br)cc1C(=O)O	3.1	-3.1	1	101.3	101.4	x	-1.4	3.3	1	-4.9
3	O=C(NC1CCCc2ccccc21)c1ccc(S(=O)(=O)N2CCOCC2)cc1 (configuration not stated)	12.1	-12.1	1	109.1	101.8	0.135	-11.4	-0.8	1.02	-3.8
4	C#CCOCCOCCOCCNc1nc(N2CCN(C(=O)[C@H](CCCCN)n3cc([C@@H](N)C(C)CC)nn3)CC2)nc(N2CCN(C(=O)[C@H](Cc3ccc(O)cc3)n3cc([C@@H](N)C(C)CC)nn3)CC2)n1 (some centres not stated)	1.8	-1.8	0.9	108.3	x	x	-7.3	x	1.75	5.6
5	COc1ccc(CC(NC(=O)c2ccccc2)C(=O)NCC(=O)O)cc1 (configuration not stated)	1.9	-1.9	1.1	110.8	103.4	x	-12.0	1.2	1.22	-7.6
6	C=CCNC(=O)c1onc(CSc2ccccc2F)c1C(=O)O	5.5	-5.5	1	96.8	100.9	x	3.6	0.3	1.07	-2.8
7	O=C(Cn1c(-c2cncs2)nc2ccccc21)NCc1ccccc1	3.7	-3.7	1	80.5	105.2	x	21.2	-4.8	1.12	-4.2
8	CCOCCCNC(=O)CN1C(=O)C(CC)Oc2ccccc21 (configuration not stated)	0.4	-0.4	1.1	99.4	99.2	0.647	0.7	8.5	1.22	-5.5
9	Cc1cc(NS(=O)(=O)c2ccc(NC(=O)C(C)Oc3ccc4c(C)cc(=O)oc4c3)cc2)no1 (configuration not stated)	6.0	-6.0	1.1	101.1	100.8	x	-1.1	2.1	1.09	-5.1
10	Cc1nnsc1S(=O)(=O)Cc1ccccc1C(F)(F)F	4.1	-4.1	1.1	97.4	100.1	-0.208	2.1	11.5	1.14	-6.4
11	CCc1ccc(OCCCC(=O)Nc2nnc(C3CCCO3)s2)cc1 (configuration not stated)	2.5	-2.5	1	104.3	99.5	0.622	-6.3	5.0	1.13	-1.1
12	CC(C)N(C(=O)CSc1nnc(NC(=O)C2CCC2)s1)C(C)C	3.2	-3.2	1	97.0	101.1	x	3.3	2.2	0.96	-0.2
13	O=C(CCN1C(=O)/C(=C/c2ccccc2Cl)SC1=S)NC1=NCCS1	14.3	-14.3	1.1	95.6	105.0	x	3.5	-2.5	1.4	-5.9
14	CC(C)c1onc(C(=O)N2CCCCC2C)c1[N+](=O)[O-] (configuration not stated)	-14.5	14.5	1	100.8	106.9	-0.12	-0.9	-9.6	0.94	-3.8
15	O=C(O)CCSc1nnc(CNc2ccc(Cl)cc2)n1Cc1ccccc1	7.7	-7.7	1	101.2	107.7	0.3	-1.4	-3.9	1.13	-4.9
16	O=C(CCSCCc1ccccn1)Nc1c(F)cc(F)cc1Br	1.8	-1.8	1	109.2	100.8	0.204	-10.3	-3.6	0.87	-1.6
17	Cc1cc(=O)oc2cc(OCCCN3C(=O)c4ccccc4C3=O)ccc12	-15.0	15.0	1.1	99.9	96.5	x	0.1	7.0	0.98	-7.5
18	O=C(CSc1nncs1)N1CCN(S(=O)(=O)c2ccccc2)CC1	10.7	-10.7	1	94.4	95.3	x	4.4	7.9	1.18	-4.8
19	COc1ccc(C(=O)OCC(=O)c2ccccc2)cc1S(=O)(=O)N1CCOCC1	14.2	-14.2	1	105.8	104.0	1.41	-6.2	1.4	1.31	-2.7
20	CC1CCN(CCC(=O)N/N=C/c2ccc([N+](=O)[O-])cc2)CC1	16.8	-16.8	1.1	103.2	100.8	-0.22	-5.7	5.4	0.86	-8.3
21	CCCc1c(C)nc2ccc(OC)cc2c1SCCC(=O)O	-4.5	4.5	1.1	95.3	109.8	x	5.2	-13.3	1.17	-6.3
22	Cc1cc(OCCN2CCOCC2)nc2ccccc12	2.9	-2.9	1	96.7	96.1	-0.427	3.6	5.4	1.01	-1.9
23	COC(=O)[C@H]1C[C@@H]1[C@H](NC(=O)c1ccccc1)c1ccccc1	-10.2	10.2	1	111.9	101.0	-0.372	-13.1	-4.0	0.98	-0.8
24	O=c1c2ccccc2c(/C=N/c2ncn[nH]2)c(O)n1Cc1ccccc1	12.9	-12.9	1	92.5	102.9	x	8.3	-0.8	0.61	-4.6
25	COCCCNC(=O)Cn1cc2c(n1)CCC(C)C2 (configuration not stated)	-13.1	13.1	1	93.9	102.2	x	7.5	-2.5	1.02	-1.1
26	CCOc1cnc(-c2ccccc2F)o1	-11.8	11.8	0.9	110.8	109.0	0.0149	-14.9	-5.8	1.32	7.8
27	Cc1ccc(C)n1NC(=O)c1ccccc1[N+](=O)[O-]	-41.7	41.7	1.1	103.2	97.8	0.000971	-4.1	5.1	1.1	-9.4
28	CCOC(=O)C1CCCN(C(=O)c2cn(CC)c(=O)c3cc(OC)c(OC)cc23)C1 (configuration not stated)	7.6	-7.6	1.1	95.6	95.6	x	4.8	8.7	1.05	-6.7
29	COc1ccc(N2CC(O)(c3ccc(C)cc3)[N+]3=C2CCCC3)cc1 (configuration not stated)	7.8	-7.8	1.1	76.8	97.1	-0.508	23.4	11.6	1.06	-7.1
30	CC(C)(C)NC(=O)NC(=O)COC(=O)COc1ccc(Cl)cc1Cl	13.7	-13.7	1	104.7	105.2	0.0177	-5.1	-1.1	1.11	-1.7
31	NC(=S)N/N=C/c1ccc(-c2cc(Cl)ccc2Cl)o1	-16.3	16.3	1.1	102.9	79.4	-0.0976	-3.2	23.7	0.84	-5.1
32	COc1ccccc1-n1cc(C(=O)NCC(=O)N2CCN(c3ccccc3)CC2)c2ccccc2c1=O	-34.1	34.1	0.3	135.6*	100.4	-0.462	-38.2	2.4	2.17	69.9*
33	CCN(CC)c1ccc(C(=O)Nc2cccc(F)c2)cc1	-181.0	181.0*	0.6	127.0	77.0	x	-29.6	34.9	8.36*	42.1
34	CN1CCCC(OC(=O)CCCC(=O)OC2CCCN(C)C2)C1 (configuration not stated)	-9.9	9.9	0.9	90.8	97.2	-0.7	10.2	7.4	0.95	5.4
35	Cc1nc(CN2CCOCC2)cc(=O)[nH]1	11.2	-11.2	1	91.9	86.0	x	9.1	20.0	1.07	-1.1
36	COCC(C)NC(=O)CCS(=O)(=O)c1nc(-c2ccc(OC)cc2)cc(C(F)(F)F)n1 (configuration not stated)	-10.9	10.9	1.1	60.8	97.4	-1.6	42.9*	7.5	2	-12.1
37	COC(=O)c1cc(=O)c2c(C)nc(C(Cl)(Cl)Cl)nc2[nH]1	19.2	-19.2	1	98.4	108.7	-0.164	-0.8	-9.5	1.05	2.2
38	C=CCn1cnc2sc(C(=O)Nc3ccccc3OC)c(C)c2c1=O	-12.8	12.8	1	98.9	86.2	0.242	-0.7	18.5	0.82	-1.5
39	O=C1NC2(CCC3(CC2)OCCO3)NN1c1ccc(Cl)cc1	-4.3	4.3	1	96.8	106.7	x	2.3	-4.5	1.18	0.8
40	Cn1cc(Br)cc2nc(C(F)(F)F)nc1-2	-3.5	3.5	1.1	99.8	105.1	1.55	0.3	-3.3	1.29	-7.5
41	COc1ccccc1CNc1nc2nc(C)cc(=O)n2[nH]1	-1.4	1.4	1	98.9	103.3	0.208	1.2	-0.2	1.03	-0.8
42	CSc1n[nH]c(NCc2cccs2)n1	4.6	-4.6	1	102.7	105.0	0.198	-2.5	-2.7	1.33	-3.0
43	CC(=O)Nc1cccc(NC(=O)C(F)(F)F)c1	3.8	-3.8	1	98.0	102.0	-0.9	-0.3	-0.9	0.95	0.8
44	CC(C)(C)S(=O)c1cccs1 (configuration not stated)	-21.9	21.9	1	103.1	100.3	0.0743	-3.4	-0.1	1.26	-1.1
45	COc1cc(/C=N/NC(=O)C2COc3ccccc3O2)cc(OC)c1OC (configuration not stated)	5.4	-5.4	1.1	96.7	92.8	-0.216	3.6	11.8	1.08	-7.3
46	CCOC(=O)CSc1nc(NCc2ccco2)c2ccccc2n1	-1.1	1.1	1	93.3	99.6	-0.807	7.4	4.7	1.02	-1.9
47	Cc1cc(NS(=O)(=O)c2ccc(OCCNS(C)(=O)=O)cc2)no1	13.1	-13.1	1.1	98.5	101.5	x	1.6	4.0	1.01	-7.8
48	O=C(Nc1cccc(C(F)(F)F)c1)c1cccnc1	1.7	-1.7	1	96.7	90.0	x	3.5	16.1	1.22	-2.2
49	CCc1nnc(N2C(=O)c3ccc(Oc4ccc([N+](=O)[O-])cc4)cc3C2=O)s1	-24.4	24.4	1.1	97.1	108.3	0.994	3.2	-11.4	1.07	-10.8
50	COCCn1c(CCC(=O)O)nc2c1c(=O)[nH]c(=O)n2CC(C)C	1.5	-1.5	1.1	102.4	100.5	x	-2.6	3.2	1.22	-9.4

Continued:
item	mol	APP transl inh	APP 5'UTR act	FLuc stim CS	STAT1 act	STAT3 act	ROMK mod	STAT1 blocker	STAT3 blocker	NF-kB neuron act	FLuc inhib CS
51	O=C(O)/C=C/c1ccccc1Oc1ccccc1	x	x	1.1	94.0	98.3	x	6.6	7.8	1.17	-7.8
52	CC(=O)N(/N=C1\Sc2ccccc2C1=O)c1ccc(C)cc1C	-93.4	93.4	0.8	117.4	78.1	x	-19.0	28.6	0.41	17.6
53	COc1ccc(NC(=O)CN2CCC3(O)CCCCC3C2c2ccccc2OC)cc1 (configuration not stated)	-12.2	12.2	1.1	101.1	105.0	x	-1.2	-5.9	0.68	-10.2
54	CCCCNC(=O)NS(=O)(=O)c1cnccc1Sc1ccc(Cl)cc1	-16.2	16.2	1.1	102.6	107.8	x	-2.9	-4.8	1.26	-5.8
55	CCC(C)NC(=O)CC(NS(=O)(=O)c1ccc(C)cc1)c1ccc(OC)cc1 (configuration not stated)	-12.9	12.9	1.1	103.0	104.8	-0.207	-3.2	3.4	1.07	-6.9
56	C=CCN1CCN(Cc2cnc(Cl)s2)CC1	x	x	1	99.8	114.4	x	0.2	-11.5	1.02	-3.7
57	COc1ccc(N(C)S(=O)(=O)c2cccc(C(=O)Nc3nc4ccccc4[nH]3)c2)cc1	-10.5	10.5	1	104.9	85.0	-0.2	-5.0	24.8	0.67	-2.5
58	O=c1c2ccccc2nnn1COc1ccc(Cl)cc1Br	-80.3	80.3	1	133.0*	93.9	-0.645	-36.3	9.8	1.11	2.7
59	CC(C)(C)OC(=O)N1CCC(C(=O)O)CC1	-10.8	10.8	1	102.0	105.0	0.941	-2.2	-7.7	0.93	-3.0
